# High-throughput results from PubChem BioAssay.
# CHO-K1 Ca PAM: nonselective calcium activators in parental CHO-K1 cells, primary screen, counter-screen for M1 PAM project, cell-based, Fluo-8 calcium fluorescence, full deck, 1536-well; ATP EC20; 0% at ATP EC20, 100% at ATP max; activation, % at 3 µM; hit rate 0.02% among 360,000; AID 602247, 2012;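 active = activation above the run cutoff, the mean activation of all test compounds plus 3 SD, cut at about 40% in these data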;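 also: peak over basal fluorescence ratio in a 140 s read after ATP addition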
# OXTR potentiate: human OXTR potentiators, primary screen, fluorescence, CHO-OTR cells, Fluo-8 calcium. Fluo-8 calcium fluorescence, potentiator mode; 0% = oxytocin EC15, 100% = EC100. activation, % at 3 µM. hit rate 0.061% among 320,000. AID 2445, 2010;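 active = activation above that plate's cutoff, the mean activation of tested compounds plus 3 SD, cut at about 6.6% in these data, passing the limit was not always enough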;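 also: 100% uses oxytocin at 75 nM as the full agonist control; some results filed as inactive read as strong as hits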
# Target sequence (P30559 whole entry, looked up): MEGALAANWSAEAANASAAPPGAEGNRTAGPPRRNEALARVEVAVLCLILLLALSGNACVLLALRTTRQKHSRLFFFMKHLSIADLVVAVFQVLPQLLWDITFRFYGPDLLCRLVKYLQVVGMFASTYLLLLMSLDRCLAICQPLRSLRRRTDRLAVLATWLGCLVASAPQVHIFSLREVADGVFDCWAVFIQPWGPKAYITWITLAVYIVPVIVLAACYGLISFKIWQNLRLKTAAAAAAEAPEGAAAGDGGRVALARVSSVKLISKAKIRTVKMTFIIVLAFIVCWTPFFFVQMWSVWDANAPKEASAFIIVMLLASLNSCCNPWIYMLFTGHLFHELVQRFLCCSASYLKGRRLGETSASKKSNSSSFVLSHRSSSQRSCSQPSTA
#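 Material: human OTR in CHO cells. Compound: 3.0 µM, one dose. Timing: compound 6 min at room temperature before oxytocin, 100 s read. Evaluation: % activation of max/min ratio relative to oxytocin controls. Replication: single well per compound, singlicate. Signal: Fluo-8 calcium dye fluorescence.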
# CHRM1 agonist: human M1 muscarinic receptor agonists, primary screen, Fluo-8 calcium fluorescence, CHO-K1 cells, HTS. CHO-K1 hM1, agonist mode; 0% DMSO, 100% acetylcholine EC100. activation, % at 3 µM. hit rate 0.33% among 360,000. AID 588814, 2011;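 active = activation above the run's mean compound activation plus 3 SD, cut at about 16% in these data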;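 also: peak over basal fluorescence ratio within a 140 s kinetic read after compound addition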
# V1R ag counter: agonists of human V1a receptor, primary screen, counter-screen for OXTR agonist project, fluorescence, CHO-V1R cells | Fluo-8 calcium fluorescence, agonist mode; 0% DMSO, 100% 3 nM vasopressin | Vasopressin V1a receptor (Homo sapiens), P37288 | hit rate 0.25% among 320,000 | activation, % at 3 µM;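 active = activation above the mean activation of all tested compounds plus 3 SD, per screening run, cut at about 20% in these data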;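 also: signal is peak over basal fluorescence ratio across a 100 second FLIPR read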
# Target sequence (P37288 whole entry, looked up): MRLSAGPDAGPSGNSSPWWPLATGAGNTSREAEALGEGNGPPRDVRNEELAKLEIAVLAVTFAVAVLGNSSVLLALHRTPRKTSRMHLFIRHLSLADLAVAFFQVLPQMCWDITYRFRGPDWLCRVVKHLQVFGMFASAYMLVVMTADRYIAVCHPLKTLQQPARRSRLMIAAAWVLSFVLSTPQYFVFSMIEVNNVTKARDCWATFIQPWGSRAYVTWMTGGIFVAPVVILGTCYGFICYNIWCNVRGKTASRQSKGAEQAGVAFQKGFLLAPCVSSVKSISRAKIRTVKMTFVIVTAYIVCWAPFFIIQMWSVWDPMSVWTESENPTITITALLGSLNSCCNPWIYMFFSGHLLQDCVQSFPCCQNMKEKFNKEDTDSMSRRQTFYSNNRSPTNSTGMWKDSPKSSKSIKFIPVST
# M1 ag parental: counter-screen for M1 agonists: effect in parental CHO-K1 cells; Fluo-8 calcium fluorescence; scaled to maximal ATP response, vehicle zero; activation, % at 3 µM; hit rate 0.48% among 360,000; AID 602248, 2012; in the data active = activation above about 15%;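 also: untransfected CHO-K1 host cells lacking M1 receptor as counterscreen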
# CHO parental Ca: ATP-evoked calcium signal inhibitors, parental CHO, primary screen, counter-screen for OX1R antagonist project, cell-based, fluorescence, Fluo-8 calcium dye. parental CHO-K1, ATP-induced calcium, Fluo-8 fluorescence. inhibition, % at 5.6 µM. hit rate 0.63% among 330,000;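 active = inhibition above that plate's mean sample inhibition plus 3 SD, cut at about 26% in these data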;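 also: 0% = ATP-challenged DMSO wells and 100% = DMSO wells without ATP; some compounds past the cut are filed as inactive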
#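 test system = CHO parental line | reagent = ATP stimulus | measured by = intracellular calcium via Fluo-8 no-wash fluorescent dye | control set = ATP and no-ATP DMSO wells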
# TAAR1 antagonist: human TAAR1 antagonists, primary screen, Fluo-8 calcium fluorescence, CHO RD-HGA16 cells; inhibition, % at 3 µM; hit rate 1.5% among 360,000; antagonist;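 active = inhibition above a per-plate cutoff, the mean inhibition of test compounds on that plate plus 3 SD, cut at about 49% in these data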;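 also: 0% = DMSO plus EC80 beta-PEA response and 100% = DMSO alone without agonist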
#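 Test system: RD-HGA16 CHO cells with stable hTAAR1 and Gα16 / Probe or stimulus: EC80 β-phenethylamine stimulus / Times: seeding 17-24 h prior, 75-min 37 °C, 30-min RT dye loading / Detection: Fluo-8 calcium-sensitive fluorescence / Read-out basis: % inhibition scaled between DMSO and EC80 PEA controls / Repeats: singlicate, one well per test compound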
# TAAR1 ag: human TAAR1 agonists, primary screen, Fluo-8 calcium fluorescence, CHO RD-HGA16 cells; activation, % at 3 µM; hit rate 0.99% among 360,000; vehicle wells 0%, saturating PEA agonist 100%;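 active = activation above the mean activation of all test compounds in the run plus 3 SD, cut at about 38% in these data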
#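 Repeats: no replicates (n 1) | Material: CHO-derived RD-HGA16 cells with stable Gα16 and human TAAR1 | Technique: Kinetic Fluo-8 calcium fluorescence | Schedule: 17-24 h seeding, 75 min 37 °C dye, 30 min RT | Evaluation: % activation from peak over basal fluorescence ratio, DMSO-to-PEA scaled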
# CHO-K1 Ca antag: M1 antagonist counterscreen hit in parental CHO-K1 cells; ATP-induced calcium, Fluo-8 fluorescence; inhibition, % at 3 µM; hit rate 0.6% among 360,000;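 active = inhibition above a per-plate cutoff, the plate's mean sample inhibition plus 3 SD, cut at about 24% in these data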;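 also: 0% = DMSO plus EC80 ATP and 100% = DMSO alone without ATP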
# Starred values were filed as active, the others as inactive; . = no result given. No enrichment for hits; any-hit rate near 3.3%.
SMILES,CHO-K1 Ca PAM,OXTR potentiate,CHRM1 agonist,V1R ag counter,M1 ag parental,CHO parental Ca,TAAR1 antagonist,TAAR1 ag,CHO-K1 Ca antag
CCN(CC)C(=O)CC(c1ccc(N(C)C)cc1)c1c(O)cc(OC)cc1OC (configuration not stated),-19,-1,-3,1.4,-0.1,-17,-2,5,0
O=C(O)C1CCN(C(=O)COc2ccc3c4c(c(=O)oc3c2)CCCC4)CC1,7,3,-4,1.3,0.1,-4,7,0,7
Cc1cc(C(F)F)n2nc(C(=O)Nc3ccc(F)cc3F)nc2n1,10,-10,-3,0.2,0.2,-8,3,-1,-9
CS(=O)(=O)N1CCC(C(=O)Nc2ccccc2F)CC1,-1,-4,-4,0.2,0.2,-4,9,17,1
CC(CCc1ccco1)NC(=O)CCc1nnc2ccc(NCc3ccc(Cl)cc3)nn12 (configuration not stated),-10,-6,-4,0.1,0.3,0,-14,2,-4
O=C(NCC1CC1)C1CCCN(S(=O)(=O)c2ccc(-n3cnnn3)cc2)C1 (configuration not stated),-3,-13,1,0.2,0.1,2,10,7,-1
C=CCn1c(C)cc(C(=O)COC(=O)/C=C/c2cccc(OC)c2)c1C,14,-6,-2,1.0,3.9,-14,6,3,-15
CCC(C)NC(=O)CSC1=Nc2ccccc2C2=NC(CC(=O)NCc3ccc(F)cc3)C(=O)N12 (configuration not stated),18,-11,-3,1.3,0.0,-3,-4,8,-14
Cc1ccc(C)c2c1CCC(=Cc1ccccc1[N+](=O)[O-])C2=O,8,.,-6,.,-0.3,.,-16,1,-7
Cc1cccc(C2Nc3ccccc3C(=O)N2c2ccc(F)cc2)n1 (configuration not stated),5,-8,-6,-1.1,0.5,-12,-13,7,7
CC(=O)Nc1sc(C)c(C)c1C(=O)OCC(=O)NCc1ccccc1,-20,.,2,.,-0.4,.,-1,1,11
CC(C)(C)NC(=O)C(c1ccc(F)cc1)N(CCc1ccccc1)C(=O)c1ccn[nH]1 (configuration not stated),2,-4,-7,-0.1,15*,-20,3,27,9
Cc1ccc([N+](=O)[O-])cc1NC1OC(CO)C(O)C1O (configuration not stated),27,2,-6,0.4,0.3,-1,-6,3,-16
CN1CCN(S(=O)(=O)c2ccc3c4c(cccc24)C(=O)N3)CC1,23,-4,0,-0.5,-0.5,-5,-9,1,-9
CC(C)Cc1ccc(-c2cc3nc(NCC4CC4)ccn3n2)cc1,4,.,1,.,1.5,.,0,3,2
COc1cc2nc(=S)n3[nH]c(CCn4nc(C)cc4C)nc3c2cc1OC,20,-11,-5,0.5,0.3,-11,-15,10,-4
CCN(CC)c1ccc(N2C(=O)/C(=C\c3cccs3)SC2=S)cc1,-2,-10,-2,0.0,0.3,-3,0,6,6
CC[N+](C)(CC)CCOC(=O)C1c2ccccc2Oc2ccccc21,10,-2,-7,-0.5,0.4,-8,-17,0,-6
Clc1ccc(Cn2ncc3c(N4CCN(c5ccccc5)CC4)ncnc32)cc1,0,.,0,.,1.9,.,57*,12,7
COCCN(CCOC)C(=O)N1CCOCC1,-6,3,1,0.7,0.1,-5,-5,0,2
COCCN(C(=O)CCN1C(=O)C2CC=CCC2C1=O)c1c(N)n(CC(C)C)c(=O)[nH]c1=O (configuration not stated),-18,-6,-1,-0.1,0.0,-2,-25,0,5
O=C(CCCOc1ccc(Cl)cc1)Nc1cccc(C(=O)O)c1,12,-9,-5,1.5,-0.1,-11,-4,10,2
COc1ccc(C(=O)Cn2nc(CNc3ccc(Br)cc3)[n+]3c2CCCCC3)cc1,21,-6,-7,8.6,0.9,-21,-12,3,-2
COc1ccc(-c2csc3ncnc(NCCO)c23)cc1,-2,-9,2,2.5,0.7,-5,-4,3,-4
CN(C)c1nc(-c2ccccc2)nc(-c2ccc(Cl)cc2)c1C#N,22,-4,-2,-0.2,0.8,-5,-7,4,-4
Oc1ccccc1C=NN=Cc1c(O)ccc2ccccc12,17,.,-4,.,0.2,.,-16,1,-10
Cn1c(COc2ccccc2)nnc1SCc1nc2ccccc2[nH]1,-1,0,-6,0.0,0.7,-14,-8,-3,-14
CC(C)C(NC(=O)c1ccccc1F)C(=O)OCC(=O)c1ccc(F)cc1 (configuration not stated),5,-4,-14,3.7,2.4,-18,4,5,1
COC(=O)c1c(NC(=O)CN2CCOCC2)sc2c1CCC(C)C2 (configuration not stated),24,1,0,0.3,1.3,-17,-18,9,-10
CC1(CCc2ccccc2)NC(=O)N(CC(=O)N2CCc3ccccc32)C1=O (configuration not stated),10,.,-5,.,-0.1,.,-25,-1,-7

# 5 entries picked at random from those above, as already listed:
SMILES,CHO-K1 Ca PAM,OXTR potentiate,CHRM1 agonist,V1R ag counter,M1 ag parental,CHO parental Ca,TAAR1 antagonist,TAAR1 ag,CHO-K1 Ca antag
CC(CCc1ccco1)NC(=O)CCc1nnc2ccc(NCc3ccc(Cl)cc3)nn12 (configuration not stated),-10,-6,-4,0.1,0.3,0,-14,2,-4
CCC(C)NC(=O)CSC1=Nc2ccccc2C2=NC(CC(=O)NCc3ccc(F)cc3)C(=O)N12 (configuration not stated),18,-11,-3,1.3,0.0,-3,-4,8,-14
C=CCn1c(C)cc(C(=O)COC(=O)/C=C/c2cccc(OC)c2)c1C,14,-6,-2,1.0,3.9,-14,6,3,-15
Cc1ccc([N+](=O)[O-])cc1NC1OC(CO)C(O)C1O (configuration not stated),27,2,-6,0.4,0.3,-1,-6,3,-16
CN1CCN(S(=O)(=O)c2ccc3c4c(cccc24)C(=O)N3)CC1,23,-4,0,-0.5,-0.5,-5,-9,1,-9

# (continued)
SMILES,CHO-K1 Ca PAM,OXTR potentiate,CHRM1 agonist,V1R ag counter,M1 ag parental,CHO parental Ca,TAAR1 antagonist,TAAR1 ag,CHO-K1 Ca antag
O=C(c1ccc(Cl)cc1)[C@@H]1[C@@H]2C(=O)N(c3ccccc3)C(=O)[C@@H]2C2c3ccccc3C=NN21 (some centres not stated),12,-5,5,7.1,4.9,-5,12,4,-9
Cc1ccccc1NC(=O)c1cccc(S(=O)(=O)Nc2cccc(C(=O)O)c2)c1,-4,-11,-4,1.1,13,4,-22,2,12
Clc1cccc(Cl)c1C1=NOC(c2nnc(-c3ccccc3)o2)C1 (configuration not stated),-2,-4,-4,-1.0,0.8,-8,6,4,-13
CC(C)c1ccc(CC(NC(=O)c2ccccc2)C(=O)NCC(=O)O)cc1 (configuration not stated),19,-7,-2,0.2,-0.2,8,5,9,4
COC(=O)Cn1c(CN2CCc3ccccc3C2)nc2c1c(=O)n(C)c(=O)n2C,15,-3,-5,1.4,0.4,9,-22,16,-11
CCOC(=O)c1ccoc1CSCC(=O)N1CCN(S(=O)(=O)c2ccc(C)cc2)CC1,9,-8,-2,1.7,1.8,-10,16,9,-8
COc1ccc(-n2c(Cn3nnc4ccccc43)nnc2SCC(=O)O)cc1,5,-14,-3,0.8,0.0,-5,15,9,-1
CCC(CC)NC(=O)COC(=O)CCC(=O)c1cccs1,21,-3,-6,-0.5,0.1,-8,-8,4,-5
Cc1ccc(-c2cc(-c3ccc(F)cc3)c(C#N)c(N)n2)o1,-8,-11,-4,-0.4,0.2,0,57*,-1,0
Cc1ccc(C2CC(c3cccc(C)c3)n3nc(N)nc3N2)cc1 (configuration not stated),17,-10,-6,2.8,2.1,-9,4,7,-9
C=CCSc1cc(C)nc2c(-c3ccccc3)cnn12,-18,-10,0,-1.0,0.3,-19,-20,-3,9
CC(=O)NC(C)c1nc2ccccc2n1CC(=O)NC(C)CCc1ccccc1 (configuration not stated),15,-15,-6,0.2,1.3,-29,-7,1,-14
CN(Cc1ccc(Br)s1)C(=O)CNC(=O)c1ccc2c(c1)OCO2,9,-5,-3,0.0,1.2,-27,18,2,-11
C/C(CC(=O)Nc1ccc(Cl)cc1C(F)(F)F)=N\NC(=O)c1ccccn1,7,-4,-1,0.8,0.9,-16,2,2,-11
CC(C)(C)C1CCc2c(sc(NC(=O)CSc3nnc(-c4ccccc4)o3)c2C#N)C1 (configuration not stated),-2,-2,-1,-0.2,-0.2,-10,8,3,3
O=C(/N=C1/c2ccccc2CN1c1ccccc1)Nc1ccccc1,16,-2,-8,0.0,0.0,-10,-3,1,-3
COc1ccc(CNC(=O)COC(=O)c2cncc(Br)c2)cc1,-8,-9,-7,0.2,1.1,-10,-22,0,-9
O=c1c2c(nc3cc(-c4ccccc4Cl)[nH]n13)CCS2,19,8,-7,-1.2,0.8,-5,-29,-3,4
COc1ccc(/C=C/C(=O)N(Cc2cccs2)C2CCS(=O)(=O)C2)cc1 (configuration not stated),5,-2,-2,-0.8,1.0,-23,-15,14,-6
C/C(=N\NC(=O)CCCCCNC(=O)c1ccccc1)c1ccccc1O,20,2,-5,-1.2,-0.1,-3,-26,0,10
COC(=O)CC1=NC(=O)CS1,-5,3,-3,0.4,-0.1,3,-20,11,5
Nn1cnnc1SCC(=O)N(C1CCCCC1)C1CCCCC1,18,-3,-8,-0.5,0.6,-11,-7,4,-6
CCOC(=O)N1CCC(N2C(=O)c3ccc(C(=O)Nc4ccc(OC)c(OC)c4)cc3C2=O)CC1,15,-5,0,1.2,-0.1,-13,-14,1,8
COc1ccc(-c2nc3cc([N+](=O)[O-])ccc3o2)cc1OC,13,-9,1,0.2,0.6,4,-24,1,-12
Cc1ccc(C(=O)Nc2nc(=O)n(C(=O)C3CC3)s2)cc1,14,3,-1,5.7,0.5,-1,7,-2,-14
CCc1nc2ccc(C(=O)NCc3ccc(OC)cc3)cn2c1N(CC)Cc1cccc(Br)c1,-21,.,-6,.,-0.7,.,12,3,-6
CN1CCN(C(=O)c2cc3c(c(-c4cccc(-c5cc6ccccc6o5)c4)n2)[C@H](CCO)N(S(=O)C(C)(C)C)C3)CC1 (some centres not stated),2,.,-2,.,5.3,.,50*,21,-1
CCN(C(=O)c1ccc(NC(=O)C2CCCCC2C(=O)O)cc1)c1ccccc1 (configuration not stated),13,.,-6,.,-0.3,.,-19,2,-5
O=C(Nc1ccc(S(=O)(=O)NCCc2ccccc2)cc1)c1ccncc1,-22,-11,4,4.5,12,22,-5,18,13
